# SENP8 inh – inhibitors of human SENP8 protease. inhibition, % at 20 µM. Q96LD8. 0.64% of 360,000 active. recombinant SENP8, Nedd8 substrate fluorescence; in the data active = inhibition mostly above about 40%, no sharp cut-off; inactive = mostly below about 27%
# Target sequence (Q96LD8 whole entry, looked up): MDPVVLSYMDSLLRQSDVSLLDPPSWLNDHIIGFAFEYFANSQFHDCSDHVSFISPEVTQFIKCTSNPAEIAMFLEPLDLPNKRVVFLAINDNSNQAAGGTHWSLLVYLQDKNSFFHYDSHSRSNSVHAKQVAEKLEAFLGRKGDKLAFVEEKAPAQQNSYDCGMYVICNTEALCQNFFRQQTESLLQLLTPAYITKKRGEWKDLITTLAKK
# SENP1 FRET inh – blocks the human SENP1 SUMO protease catalytic domain | Q9P0U3 | recombinant SENP1 catalytic domain, CyPet-SUMO1-YPet FRET cleavage | inhibition, % at 10 µM | 0.21% of 360,000 active;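 active = inhibition at least 30% at 10 µM, raw YFP signal under a set limit, fluorescence ratio 0.5 to 1.5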;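 also: 0% = enzyme with DMSO and 100% = no enzyme wells; some results filed as inactive read as strong as hits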
# Target sequence (Q9P0U3 419-644 limits assumed): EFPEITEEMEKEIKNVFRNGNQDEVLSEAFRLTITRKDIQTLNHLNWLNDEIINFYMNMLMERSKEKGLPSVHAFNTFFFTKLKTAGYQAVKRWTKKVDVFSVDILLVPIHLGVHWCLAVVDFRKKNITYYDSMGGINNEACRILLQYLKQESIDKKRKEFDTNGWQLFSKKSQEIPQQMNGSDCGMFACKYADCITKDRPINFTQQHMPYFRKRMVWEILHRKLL
#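 Material: hSENP1 catalytic domain, recombinant; medium: Tris pH 8 with BME, BSA, NP40 and catalase; compound: single concentration of 10 µM compound, 0.5% DMSO final; technique: FRET read of cyan and yellow fluorescence; timing: 50 min enzyme reaction, room temperature, light-protected; reagent: SFCypet-SUMO1-SFYpet substrate at 25 nM; control set: no-enzyme low, enzyme-DMSO high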
# An asterisk follows results filed as active; i = inactive. An excerpt, so the mix of outcomes need not match the whole.
No.	SMILES	SENP8 inh	SENP1 FRET inh
1	CCOC(=O)C1(C)CCCCN1C(=O)c1ccoc1 (stereo not drawn)	16	-1
2	Cn1c2c(c(=O)n(C)c1=O)CN(Cc1ccccc1)CN2	2	0
3	COc1ccc(CN2CCC(C)(Oc3ccc(C(C)=O)cc3)C2)c2ccccc12 (stereo not drawn)	16	-1
4	Cc1cc2nc(C3CCCCC3)c(Cc3cccc(Cl)c3)n2c(C)c1Br	1	-3
5	CN(Cc1ccncc1)C(=O)[C@@H]1CCCN1C(=O)[C@@H]1CCCN1	20	0
6	CC1(C(=O)Nc2ccc(Cl)c(Cl)c2)CCN1CCc1ccccc1 (stereo not drawn)	22	1
7	COCCc1ccc(OC2(C)CCN(Cc3ccc(OC)c4ccccc34)C2)cc1 (stereo not drawn)	14	-2
8	COc1ccc(OC(F)(F)F)cc1CC1(C)C(=O)Nc2ccc(-c3ccsc3)cc21 (stereo not drawn)	-14	2
9	CC(=O)Nc1ccc(-c2ccnc3c2CC(C)(C(=O)NCc2ccncc2)O3)cc1 (stereo not drawn)	3	2
10	COc1ccc(CNC(=O)CC[C@H]2O[C@@H](n3ccc(=O)[nH]c3=O)[C@H](O)[C@@H]2O)cc1	14	1
11	O=C(Nc1ccc(F)c(Cl)c1)C1Cc2c(-c3ccc(Cl)cc3)ccnc2O1 (stereo not drawn)	14	-1
12	CC(=O)C1=CCC(c2ccc(Cl)cc2)N(S(=O)(=O)c2ccccc2C)C1 (stereo not drawn)	16	0
13	Cc1cccnc1C(NC(=O)C1CCN(Cc2ccc(Cl)c(Cl)c2)CC1)c1ccc(Cl)cc1 (stereo not drawn)	8	-3
14	COCCCNc1ccn2nc(-c3ccccc3)cc2n1	-448	-2
15	CCc1nc2c(OCCOc3ccc(F)cc3)cccn2c1N(C)C(=O)c1ccccc1F	16	0
16	Cc1ccc(S(=O)(=O)N(C)[C@H]2C[C@H]3c4[nH]c5ccccc5c4CCN3C[C@H]2[C@H](C)O)cc1	-82	-26
17	CC1(C(=O)NS(=O)(=O)c2ccc(F)cc2F)CCN1C(=O)C1CCCCC1 (stereo not drawn)	7	-1
18	COc1ccc(S(=O)(=O)N2CCC[C@H]2C(=O)N2CCC[C@H]2C(=O)NCc2ccccn2)cc1C	11	1
19	CCc1nc2ccc(C(=O)NCc3ccc(OC)cc3)cn2c1N(CC)CCOC	-2	1
20	O=C(/C=C/[C@H]1O[C@@H](n2ccc(=O)[nH]c2=O)[C@H](O)[C@@H]1O)NCc1ccccn1	9	0

# Full records, looked up by structure:
# Entry for CCc1nc2ccc(C(=O)NCc3ccc(OC)cc3)cn2c1N(CC)CCOC → SENP8 inh = -2; SENP1 FRET inh = 1
# Entry for CC1(C(=O)Nc2ccc(Cl)c(Cl)c2)CCN1CCc1ccccc1 (stereo not drawn) → SENP8 inh = 22; SENP1 FRET inh = 1

# Eleven structures from above, arranged by heavy-atom count, largest number first:
No.	SMILES	SENP8 inh	SENP1 FRET inh
18	COc1ccc(S(=O)(=O)N2CCC[C@H]2C(=O)N2CCC[C@H]2C(=O)NCc2ccccn2)cc1C	11	1
13	Cc1cccnc1C(NC(=O)C1CCN(Cc2ccc(Cl)c(Cl)c2)CC1)c1ccc(Cl)cc1 (stereo not drawn)	8	-3
16	Cc1ccc(S(=O)(=O)N(C)[C@H]2C[C@H]3c4[nH]c5ccccc5c4CCN3C[C@H]2[C@H](C)O)cc1	-82	-26
19	CCc1nc2ccc(C(=O)NCc3ccc(OC)cc3)cn2c1N(CC)CCOC	-2	1
10	COc1ccc(CNC(=O)CC[C@H]2O[C@@H](n3ccc(=O)[nH]c3=O)[C@H](O)[C@@H]2O)cc1	14	1
11	O=C(Nc1ccc(F)c(Cl)c1)C1Cc2c(-c3ccc(Cl)cc3)ccnc2O1 (stereo not drawn)	14	-1
12	CC(=O)C1=CCC(c2ccc(Cl)cc2)N(S(=O)(=O)c2ccccc2C)C1 (stereo not drawn)	16	0
6	CC1(C(=O)Nc2ccc(Cl)c(Cl)c2)CCN1CCc1ccccc1 (stereo not drawn)	22	1
5	CN(Cc1ccncc1)C(=O)[C@@H]1CCCN1C(=O)[C@@H]1CCCN1	20	0
2	Cn1c2c(c(=O)n(C)c1=O)CN(Cc1ccccc1)CN2	2	0
1	CCOC(=O)C1(C)CCCCN1C(=O)c1ccoc1 (stereo not drawn)	16	-1

# Next results follow.
No.	SMILES	SENP8 inh	SENP1 FRET inh
21	CC(C)N1CCC1(C)C(=O)Nc1nccc2cccnc12 (stereo not drawn)	-129	3
22	CC(C)C[C@@H](CN1CCC[C@H]1CN1C(=O)C(=O)NC[C@@H]1Cc1ccccc1)N1C[C@H](Cc2ccccc2)N(CCc2ccccc2)C(=O)C1=O	6	-2
23	CN(Cc1ccccc1)C(=O)[C@@H]1CCCN1C(=O)[C@@H]1CCCN1C(=O)c1cccc2ccccc12	6	1
24	Cc1cccc(C)c1-n1nnnc1C1(C)CCC(=O)N1Cc1cccs1 (stereo not drawn)	14	0
25	CC1(C(=O)NS(=O)(=O)c2cccc(Cl)c2)CCN1C(=O)c1cccc(F)c1 (stereo not drawn)	4	2
26	CCOC(=O)[C@]12CCC=C1N(Cc1ccco1)C(=O)[C@H](CC(=O)NCc1cccs1)C2	0	-5
27	CC(C)C[C@H]1COc2cccc(N3CCC[C@H]3CO)c2S(=O)(=O)N1	8	0
28	O=NN(Cc1cccnc1)C(=O)NC1CCCCC1	8	1
29	COCCNC(=O)C1(C)CCN(Cc2csc(-c3ccc(Cl)cc3)n2)C1 (stereo not drawn)	32	2
30	CCOC(=O)C1(C)CCN1C(=O)c1ccc(C(C)(C)C)cc1 (stereo not drawn)	16	-1
31	CC(=O)Nc1cc(-c2ccc(N3CCN(C)CC3)cc2)cn2c(-c3cccc(C(C)=O)c3)cnc12	3	37*
32	OCCNc1ncnc2c1ncn2[C@H]1CN(Cc2cccs2)C[C@@H](CO)O1	0	-5
33	CN(C)c1ccc(CC(=O)N2CCCCC2c2cc(C(=O)Nc3ccccc3Cl)no2)cc1 (stereo not drawn)	24	2
34	COc1cccc(C(NC(C)=O)c2nc(/C=C/c3ccccc3)cs2)c1 (stereo not drawn)	14	0
35	Cc1cc2c(cc1C)-c1nnnn1C(N1CCCCC1)C(=O)N2 (stereo not drawn)	15	1
36	O=C(Nc1nc(OCC(F)(F)F)cnc1/C=C\c1ccccc1)c1ccsc1	i	-6
37	CC1(C(=O)NCc2cccc3ccccc23)CCN1CCc1ccccc1 (stereo not drawn)	2	-1
38	CC1(C(=O)NS(=O)(=O)c2ccc(C#N)cc2)CCN1C(=O)CCc1ccc(Cl)cc1Cl (stereo not drawn)	22	0
39	CCc1nc2ccc(C(=O)NC(C)(C)C)cn2c1N(CC)Cc1cccc(Br)c1	15	-2
40	COc1ccc(C(C(=O)NC(C)(C)C)n2c(COc3ccc(C)cc3)nc3ccccc32)cc1 (stereo not drawn)	3	1
41	CC(C)CN1C(=O)c2ccccc2C1c1nnnn1-c1ccc2c(c1)OCCO2 (stereo not drawn)	18	0
42	OC(c1cccc(CN2CCCCC2)c1)c1ncc(-c2ccccc2Cl)[nH]1 (stereo not drawn)	15	5
43	CCc1nc2ccc(C(=O)NCCc3ccccn3)cn2c1N(CC)CCOC	5	0
44	CC(=O)Nc1cccc(-c2ccnc3c2CC(C)(C(=O)Nc2ccc4c(c2)OCO4)O3)c1 (stereo not drawn)	3	0
45	COCCNC(=O)C1(C)CCN(C(=O)c2oc3ccccc3c2C)C1 (stereo not drawn)	8	1
46	CCCC(=O)N1CCCC1(C)C(=O)N(C)Cc1cccc2ccccc12 (stereo not drawn)	3	-2
47	COc1cccc(C(NC(C)=O)c2nc(-c3ccc4ccccc4c3)cs2)c1 (stereo not drawn)	5	3
48	OC(c1ccccc1)(c1nc(-c2ccc(F)c(Cl)c2)cs1)C(F)(F)F (stereo not drawn)	14	0
49	COc1ccc(CCC2=NCCN2C(CC(C)C)c2nc3ccccc3[nH]2)cc1 (stereo not drawn)	17	2
50	CC(C)(C)OC(=O)N1C(=O)[C@](OC(=O)c2ccccc2)(c2ccccc2)c2cccc(F)c21	8	0
51	C=CCn1c2c(c3ccccc31)CCC2	-15	-12
52	COC(=O)C1=CN(c2c(C)cc(C)cc2C)C(N)=C(C#N)C1c1cccc(F)c1 (stereo not drawn)	-132	-7
53	Cc1nc2ccc(C(=O)N(C)Cc3ccco3)cn2c1N(C)CC1CCCCC1	13	-3
54	Fc1cccc(Cc2c(-c3cccc(Br)c3)nc3ccc(Br)cn23)c1	-5	26
55	Cc1nc2ccc(C(=O)Nc3ccc4c(c3)OCC(=O)N4)cn2c1N(C)C(=O)CCc1ccccc1	1	0
56	Cc1c(C(=O)NCc2cccc(C(F)(F)F)c2)sc(=O)n1Cc1ccc(F)cc1	8	-2
57	CCCCN(C=O)c1c(CC)nc2c(OCC(=O)N3CCOCC3)cccn12	10	-5
58	OC[C@@H]1CN(Cc2cccs2)C[C@H](n2cnc3c(N4CCCC4)ncnc32)O1	9	-2
59	CCCCNC(=O)C1(C)CCCCN1C(=O)c1c(C)noc1C (stereo not drawn)	13	-1
60	O=C(Nc1ccc2c(c1)OCCO2)C(CCc1ccccc1)N1CCC(Cc2ccccc2)CC1 (stereo not drawn)	34	-1
61	CCCc1nc2c3ccccc3ccn2c1Cc1ccc(OC)cc1C	-154	-38
62	O=C(NCCO)OC1CC2CC1[C@H]1CCCCN1C2=O (stereo partly drawn)	16	1
63	O=C1NC[C@@H](CCCCN2C[C@H](Cc3ccc(O)cc3)N(CCc3ccc(O)cc3)C(=O)C2=O)N(CCc2ccccc2)C1=O	16	1
64	COc1ccc(C(C#N)=C2C=CC(=NO)c3ccccc32)cc1	-82	3
65	Cc1ccc(Cc2c(C3CCCCC3)nc3c(C)cc(Br)cn23)cc1	-16	-6
66	CC1(C(=O)NCc2ccccc2)CN(S(C)(=O)=O)CC(=O)N1CCCn1ccnc1 (stereo not drawn)	34	0
67	CCCCN(C)C(=O)c1sc(=O)n(Cc2ccccc2C#N)c1C	1	3
68	CC[C@H](C)[C@@H](N)C(=O)NC[C@H]1O[C@@H](n2cnc3c(=O)[nH]c(N)nc32)[C@H](O)[C@@H]1O	17	0
69	NC(c1ccccc1)c1csc(Nc2ccc(C(F)(F)F)cn2)n1 (stereo not drawn)	-67	-2
70	CO[C@@H]1CN(C)C(=O)c2ccc(NC(=O)c3ccccc3F)cc2OC[C@@H](C)N(CC2CCOCC2)C[C@@H]1C	19	-2
71	CC(C)(C)c1ccc(S(=O)(=O)NC(=O)C2(C)CCN2C(=O)Cc2cc(F)ccc2F)cc1 (stereo not drawn)	11	2
72	O=C(NCc1cccnc1)c1cc(C2CCCCN2C(=O)c2ccc3ccccc3c2)on1 (stereo not drawn)	-1	-1
73	CNc1nc(Oc2cccc(NC(C)=O)c2)c2sccc2n1	-285	-2
74	COC(=O)[C@]12CCCCC=C1N(Cc1cccc3ccccc13)C(=O)[C@H](CC(=O)NCCc1ccccc1OC)C2	12	1
75	COCCN(CCOC)Cc1cc(=O)oc2ccc3ccccc3c12	-18	-2
76	CN(C)CCNc1ncnc2c1ncn2[C@H]1CN(Cc2ccccc2)C[C@@H](CO)O1	10	2
77	CN(C)CCN1CCN(C2CN(C3CCCCC3)S(=O)(=O)C2)CC1 (stereo not drawn)	16	4
78	CC(O)(c1cccnc1)c1nc(-c2ccoc2)cs1 (stereo not drawn)	4	-2
79	Cc1ccc(C)c(C(O)c2ncc(-c3cccc4ccccc34)[nH]2)c1 (stereo not drawn)	-411	2
80	O=c1[nH][nH]c2c1[C@H](CCc1cccc(Cl)c1)O[C@H](C1CCCC1)C2	13	0

# Continued:
No.	SMILES	SENP8 inh	SENP1 FRET inh
81	CC(C)[C@@H](CO)NC(=O)[C@H]1O[C@@H](n2cnc3c(N)ncnc32)[C@H](O)[C@@H]1O	13	-2
82	COC(=O)/C=C1\OCc2ccccc21	20	3
83	Cn1c(NCc2cccnc2)nc2cc(-c3cccc(C(=O)NCCO)c3)sc2c1=O	-154	-3
84	Cc1ccc(S(=O)(=O)Nc2ccc3c(c2)C(=O)N([C@@H](C)CO)C[C@@H](C)[C@@H](CN(C)C(=O)NC2CCCCC2)OCCCC[C@H](C)O3)cc1	10	2
85	O=C(Nc1ccc(OCCO)cc1)c1csc([C@H]2C[C@H](O)[C@@H](CO)O2)n1	19	0
86	COC(=O)[C@@]12C[C@@H](CC(=O)NCc3ccc(C)o3)C(=O)N(CCc3ccc(OC)c(OC)c3)C1=CCC(C)(C)C2	18	2
87	CCNC(=O)C1(C)CCCN(C(=O)c2nc3ccccc3s2)C1 (stereo not drawn)	14	1
88	COc1cccc(C(=O)N2CCC2(C)C(=O)NC(C)C)c1 (stereo not drawn)	14	0
89	CSc1ccccc1CNc1nc(NCC2CC2)nc2ccsc12	-46	3
90	COc1ccc(Br)c(C(=O)N2CCCC2(C)C(=O)NCC(C)C)c1 (stereo not drawn)	15	0
91	O=C(NC1CCCC1)C1c2ccccc2OCC(=O)N1CC(F)(F)F (stereo not drawn)	9	0
92	COC(=O)c1cc(=O)nc(NN=Cc2ccc(C)cc2)s1	11	6
93	O=C(NCc1cccs1)c1cccc2c(-c3cccnc3)coc12	0	2
94	CCCCCc1c(-c2ccc(F)cc2)ncn1CCc1ccccc1OC	12	1
95	Cc1ccc(S(=O)(=O)N2CC3C(=O)C[C@@H](c4ccccc4Cl)N(S(=O)(=O)c4ccc(C)cc4)C3CC2c2ccccc2)cc1 (stereo partly drawn)	11	1
96	COc1cc(-c2cc3nc(NCCc4ccc(S(N)(=O)=O)cc4)ccn3n2)cc(OC)c1OC	i	-5
97	CC1(Oc2ccccc2)CCN(Cc2ccc(-c3ccccn3)cc2)C1 (stereo not drawn)	20	-2
98	Cc1ccc(CN2CCC2(C)C(=O)NC(C)C)cc1 (stereo not drawn)	13	2
99	N#CC1C(=O)NC(=O)C(C#N)C12CCCCC2 (stereo not drawn)	10	1

# High-throughput results as filed in PubChem.
